ARNT-TACC3 inh: disrupts binding between human ARNT and TACC3 | inhibition, % at 9.99 µM | hit rate 0.66% among 390,000 | AID 623870 | AlphaScreen His-ARNT PAS-B/GST-TACC3 binding, luminescence; TACC3 fragment carries E629A point mutation;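 active means mean inhibition of replicates at least 50% and at least half of replicates each reaching 50%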;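 further: 0% = complete ARNT plus TACC3 wells and 100% = ARNT alone without TACC3; many hits fall short of the cut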
XiGFP reactiv: reactivates the inactive X chromosome in mouse fibroblasts | XiGFP mouse fibroblasts, % GFP-positive cells imaging, 3 d; cells co-treated with 5-aza-dC sensitizer; scaled so ellipticine positive control = 100% | activation, % at 7.58 µM | hit rate 0.055% among 360,000 | AID 743238;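 active means mean normalized replicate activation at least 10% and every replicate at or above 10%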;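 further: 0% = median of on-plate neutral control wells and 100% = ellipticine 6 µM median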
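material = 68-5-11 XiGFP fibroblast line | medium = DMEM plus 5-aza-dC sensitizer | schedule = 3 days compound exposure | benchmarks = positive control ellipticine, 6 µM final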
esBAF inh: inhibitors of esBAF chromatin remodeling in mouse ES cells | Bmi1-luciferase knock-in reporter, 24 h; 100% = twice the neutral-well signal | AID 602393 | reporter increase, % at 12.5 µM | hit rate 2% among 350,000; in the data active means activation above about 40%;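 further: 0% = median of the plate's neutral control wells and 100% = double that signal; a rise in the Bmi1 reporter signal indicates esBAF inhibition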
GSIS activator: GLuc luminescence reporter in INS-1E cells, primary screen for activators of glucose-dependent secretion of insulin. INS-1E GLuc reporter insulin secretion, 2-3 h. hit rate 0.61% among 370,000. activation, % at 16.6 µM;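 active means lowest replicate activation of at least 40%, so every replicate reaches that level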;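 further: 0% = median of neutral control wells and 100% = median of IBMX positive control wells; some compounds called inactive have numbers as strong as hits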
ERAP1 inh: inhibitors of human ERAP1 aminopeptidase | Q9NZ08 | recombinant ERAP1, Leu-AMC fluorescence, 60 min | inhibition, % at 10.7 µM | hit rate 0.15% among 340,000 | AID 652197;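 active means mean replicate inhibition of at least 30%, or all replicates individually reaching that 30% level; inactive means mean below 30% and not every replicate reaching it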;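 further: 0% = neutral control wells and 100% = L-leucinethiol positive control wells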
RAD54 branch: blocks human RAD54 Holliday junction branch migration | hit rate 0.14% among 360,000 | AID 602329 | Q92698 | inhibition, % at 10.4 µM | FAM/BHQ fluorescence;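 active means mean normalized replicate activity at least 40 and at least half of replicates scoring 40 or more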;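 further: 0% = median of neutral control wells and 100% = median of positive control wells; inhibitors cause a drop in the FAM fluorescence signal; in these data hits start at about 50%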
Target sequence (Q92698 whole entry, looked up): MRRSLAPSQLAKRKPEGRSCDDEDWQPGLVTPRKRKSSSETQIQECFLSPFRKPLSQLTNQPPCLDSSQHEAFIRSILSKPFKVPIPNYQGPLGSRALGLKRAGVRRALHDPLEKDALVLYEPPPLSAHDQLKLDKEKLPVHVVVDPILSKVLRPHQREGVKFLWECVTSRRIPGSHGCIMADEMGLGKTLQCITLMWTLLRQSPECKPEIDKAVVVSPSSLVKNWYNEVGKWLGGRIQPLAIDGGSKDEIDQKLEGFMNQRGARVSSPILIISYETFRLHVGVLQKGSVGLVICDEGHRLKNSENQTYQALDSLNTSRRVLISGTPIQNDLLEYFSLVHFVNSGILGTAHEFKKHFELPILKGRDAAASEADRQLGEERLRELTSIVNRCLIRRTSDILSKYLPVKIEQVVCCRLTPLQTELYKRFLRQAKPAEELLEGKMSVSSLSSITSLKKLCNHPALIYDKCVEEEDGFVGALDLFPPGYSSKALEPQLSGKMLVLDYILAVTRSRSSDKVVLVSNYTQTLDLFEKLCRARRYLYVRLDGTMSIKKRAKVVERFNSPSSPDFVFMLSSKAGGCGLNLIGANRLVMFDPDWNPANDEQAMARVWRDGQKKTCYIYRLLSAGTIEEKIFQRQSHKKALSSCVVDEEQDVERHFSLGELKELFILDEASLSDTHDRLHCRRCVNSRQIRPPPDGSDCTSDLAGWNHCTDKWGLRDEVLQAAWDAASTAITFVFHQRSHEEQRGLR
RAD52 anneal inh: RAD52 (human) annealing inhibition | recombinant RAD52 DNA annealing, FRET fluorescence | P43351 | AID 651710 | inhibition, % at 18.7 µM | hit rate 0.46% among 360,000;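 active means every replicate showing at least 50% inhibition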
CFTR F508del cor: CFTR F508del correction in bronchial cells | CFBE cells, YFP halide quenching; stimulated with forskolin plus potentiator P3; % fluorescence drop versus neutral controls | AID 720511 | hit rate 0.36% among 350,000 | activity (quench increase), % at 7.58 µM;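 active means mean added fluorescence quench of at least 8% versus neutral control, with both replicates also reaching 8%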;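 further: cells transiently co-express mutant CFTR-F508del with the halide-sensitive YFP; corrector assay measuring rescue of mutant channel to the surface after 24 h compound exposure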
The depositor's hits bear a star; nt = no result given; & = joins results of further samples. Compounds as they come, and some 3.3% of all compounds hit somewhere here.

SMILES | ARNT-TACC3 inh | XiGFP reactiv | esBAF inh | GSIS activator | ERAP1 inh | RAD54 branch | RAD52 anneal inh | CFTR F508del cor
Cc1ccc(F)c(S(=O)(=O)NC(=O)C2(C)CCN2C(=O)Cc2cc(F)ccc2F)c1 (stereo unspecified) | nt | 0.1 | -2 | 14 | 6 | 16 | -17 | -2.8
COc1ccc2sc(-c3ccccc3OC)c(C#CC(C)(C)O)c2c1 | -1 | 0.0 | -1 | -11 | -3 | -2 | -54 | -1.7
COc1cc(-c2ccccc2)[nH]c(=S)n1 | -7 | 0.0 | nt | 16 | -1 | -9 | -10 | -1.9
O=c1c(-c2ccccc2)c[nH]n1-c1cccc([N+](=O)[O-])c1 | -8 | 0.0 | nt | 7 | 2 | nt | -4 | 4.0
O=C(NC(=S)Nc1cccc2ncccc12)c1ccccc1 | 8 | 0.0 | nt | 8 | 0 | nt | -9 | -1.0
COc1ccc(-c2c(C#Cc3ccsc3)c3cc(-c4cccc5[nH]ccc45)ccc3n2C)cc1 | 0 | 0.5 | -2 | 7 | -3 | -1 | -25 | -0.2
CSc1ccccc1NC(=O)Nc1cccc(Cl)c1 | 2 | nt | 37 | -45 | 1 | 1 | -5 | -2.5
COC(=O)c1c(NC(=O)CSc2ncnc3ccccc23)sc(C)c1C | 3 | -0.2 | -7 | 3 | nt | -10 | -13 | 1.7
O=C(NC1CCC1)[C@H]1[C@H](CO)[C@H]2Cn3c(ccc(C4=CCCC4)c3=O)[C@H]2N1C(=O)C1CCC1 | nt | -0.1 | nt | 8 | -3 | nt | -16 | -0.2
O=C(CN(CCc1ccccc1)Cc1ccccc1)Oc1ccccc1P(=O)(O)O | -2 | 0.0 | -20 | 15 | 1 | -5 | -20 | -4.5
Cc1noc(C)c1S(=O)(=O)N(C)C[C@H]1OCCCC[C@H](C)Oc2ccc(NS(=O)(=O)c3ccc(Cl)cc3)cc2C(=O)N([C@H](C)CO)C[C@@H]1C | 8 | 0.0 | 2 | -16 | 3 | 0 | -18 | -0.5
CC(C)[C@H](NC(=O)[C@H](CCCN=C(N)N)NC(=O)NC(Cc1ccccc1)C(=O)O)C(=O)NC(C=O)CCCN=C(N)N (stereo partly specified) | -5 | 0.2 | 3 | nt | 35* | -1 | 11 | -1.1
CCN(CC(=O)Nc1ccc(C(C)=O)cc1)CC(=O)Nc1cccc(OC)c1 | -1 | 0.0 | nt | -16 | -3 | nt | -9 | -1.9
C[C@H]1CN([C@@H](C)CO)C(=O)Cc2cc(NC(=O)Nc3ccccc3)ccc2O[C@H]1CN(C)Cc1ccccc1 | 4&-4 | -0.7&0.1 | -4&3 | -15&-24 | -2 | 6&2 | 0&-17 | -1.8&-0.4
CCCC#Cc1cnc2c(c1)C(=O)N([C@H](C)CO)C[C@H](C)[C@H](CN(C)C(=O)CN1CCOCC1)O2 | nt | -0.3 | 4 | 4 | nt | nt | nt | -0.8
C[C@H]1CN([C@@H](C)CO)C(=O)c2cc(C#Cc3cccc(F)c3)cnc2O[C@@H]1CN(C)CC1CCOCC1 | -3 | 1.0 | -4 | 14 | 0 | -5 | 16 | 1.4
COc1cccc(S(=O)(=O)N2CCCCN3[C@H](C2)[C@H](c2ccc(C#CC4CC4)cc2)[C@@H]3CO)c1 | 16 | 0.1 | 0 | -6 | nt | 8 | nt | -0.2
Cn1nnnc1Sc1ncnc2scc(-c3cccc4c3sc3ccccc34)c12 | -8 | -0.1 | -3 | 5 | nt | 9 | -24 | -3.0
C=CCNC(=O)c1cccc(OC2CCN(CC(C)(C)C)CC2)c1 | 6 | 0.1 | -7 | -5 | 1 | -18 | -61 | -2.2
O=C(COC(=O)CCS(=O)(=O)c1ccccc1)Nc1ccccc1 | -8 | 0.6 | -4 | 28 | 7 | -1 | -17 | -1.6

Two entries drawn at random from those above:
SMILES | ARNT-TACC3 inh | XiGFP reactiv | esBAF inh | GSIS activator | ERAP1 inh | RAD54 branch | RAD52 anneal inh | CFTR F508del cor
O=C(COC(=O)CCS(=O)(=O)c1ccccc1)Nc1ccccc1 | -8 | 0.6 | -4 | 28 | 7 | -1 | -17 | -1.6
C=CCNC(=O)c1cccc(OC2CCN(CC(C)(C)C)CC2)c1 | 6 | 0.1 | -7 | -5 | 1 | -18 | -61 | -2.2

(next part)
SMILES | ARNT-TACC3 inh | XiGFP reactiv | esBAF inh | GSIS activator | ERAP1 inh | RAD54 branch | RAD52 anneal inh | CFTR F508del cor
C=CCc1cccc(/C=C/c2cc(=O)c3ccccc3[nH]2)c1O | 9 | 0.3 | nt | -46 | -3 | nt | -18 | nt
CNC(=O)/C=C/c1cc(C(=O)c2ccc(Cl)cc2Cl)cn1C | -4 | 0.0 | nt | 19 | 1 | nt | -12 | 0.6
CCN(CC(=O)Nc1ccc(NC(C)=O)cc1)C(=O)/C=C/c1c(C)nn(-c2ccc(F)cc2)c1C | -13 | 0.5 | 0 | -1 | -4 | 3 | -16 | -4.4
C[C@H]1CN([C@@H](C)CO)C(=O)c2cc(C3=CCCCC3)cnc2O[C@@H]1CN(C)CC1CCCC1 | -1 | -1.2 | -6 | 4 | 0 | 3 | 7 | -2.7
COc1nc(N)c(S(=O)(=O)c2ccc(C)cc2)cc1C#N | 6 | nt | 0 | 5 | nt | -8 | nt | nt
Cc1nnc(SCC(=O)N(C(C)C)C(C)C)[nH]c1=O | -3 | 0.2 | -1 | 7 | -1 | 4 | -3 | 0.2
C[C@H](CO)N1C[C@H](C)[C@H](CN(C)S(=O)(=O)c2ccccc2)OCCCC[C@H](C)Oc2ccc(NC(=O)Nc3ccc(C(F)(F)F)cc3)cc2C1=O | -2 | 0.5 | -2 | 12 | 0 | 4 | 4 | 1.8
COCCNC(=O)C1CCCN(C(=O)c2cc(-c3ccccc3)cs2)CC1 (stereo unspecified) | nt | 0.3 | 20 | 6 | 0 | -9 | -10 | 1.9
CCN(CC)CCNC(=O)/C(=C/c1cn(C)c2ccccc12)NC(=O)c1ccc(OC)c(OC)c1 | -6 | 0.4 | nt | 14 | 2 | nt | 0 | 0.3
Clc1ccc(C2[C@H]3CN(CC4CCCCC4)[C@H](c4ccccc4)C34CC2(c2ccccc2)C4)cn1 (stereo partly specified) | 0 | -0.2 | -1 | -3 | 7 | -2 | -16 | -0.8
CSc1ccc(CN2CCCN(C)CC2)cc1 | -7 | 0.2 | -16 | 4 | 2 | 4 | 4 | -0.4
CCc1nn(CC(=O)Nc2cc(C)ccc2C)c(=N)s1 | 0 | 0.2 | -3 | 17 | 5 | nt | -16 | 0.5
CCn1c(CNC(=O)c2ccccc2F)cc2ccccc21 | 1 | 0.0 | 19 | 4 | 0 | -2 | -14 | 1.3
O=C(CCl)N1CCN2C(=O)c3ccccc3C12c1ccc(Cl)cc1 (stereo unspecified) | -14 | 0.2 | nt | -13 | -6 | nt | -12 | 1.8
CCc1nnc(NC(=O)CCN(c2cc(C)cc(C)c2)S(=O)(=O)c2ccc(Cl)cc2)s1 | -9 | 0.4 | nt | 10 | -1 | 3 | -4 | nt
COC(=O)c1c(NC(=O)CCC(=O)O)sc2c1CCCCC2 | -13 | -0.5 | nt | 20 | 2 | nt | -4 | nt
C[C@H]1CN([C@@H](C)CO)C(=O)Cc2cc(NC(=O)Nc3cccc4ccccc34)ccc2O[C@@H]1CN(C)C(=O)Nc1cccc2ccccc12 | 0 | 0.0 | 10 | -20 | 0 | 5 | -2 | 1.1
O=C(C[C@@H]1C=C[C@@H](NC(=O)c2ccccc2)[C@@H](CO)O1)Nc1ccc(-c2ccccc2)cc1 | 7 | -0.6 | 7 | 3 | 1 | 5 | -9 | -4.5
O=C(COC(=O)C1=COCCO1)NC1CCCCC1 | -1 | 0.0 | nt | 21 | -3 | nt | 0 | 3.1
O=C1CC2(CCN(C(=O)C3CC(=O)N(c4ccccc4)C3)CC2)Oc2ccccc21 (stereo unspecified) | 1 | -0.1 | 1 | -7 | 1 | -2 | -10 | -2.0
COCC(=O)Nc1ccc2c(c1)OC[C@@H](C)N(C(=O)c1ccncc1)C[C@@H](C)[C@@H](OC)CN(C)C2=O | -8 | 0.0 | -3 | 19 | 0 | 4 | 5 | -2.8
O=C(NCCC1=CCCCC1)c1cc2ccccc2oc1=O | -4 | 0.1 | nt | 12 | -1 | nt | -5 | -2.9
O=C(NCC1CCOCC1)C1Cc2c(-c3ccccc3Oc3ccccc3)ccnc2O1 (stereo unspecified) | nt | 0.2 | -4 | -23 | -6 | 0 | -8 | 0.4
Cc1ccccc1[C@@H]1C(C#N)=C(N)S[C@H]1C(=O)c1ccccc1 | 8 | nt | 9 | -32 | nt | -4 | nt | nt
COc1ccc(/C=C/C(=O)Nc2ccc(NC(C)=O)cc2)cc1S(=O)(=O)N1CCOCC1 | -4 | 0.0 | -4 | 0 | 0 | 0 | -15 | 1.1
C[C@@H]1CCCCO[C@H](CN(C)C(=O)Nc2ccc3c(c2)OCO3)[C@H](C)CN([C@@H](C)CO)C(=O)c2cc(NS(=O)(=O)c3ccc(Cl)cc3)ccc2O1 | -4 | 0.1&0.0 | 16&11 | -7&1 | -5 | -11&-2 | -17&7 | -0.9&-0.4
O=C(C1CCC(=O)N1Cc1cccs1)N1CCOCC1 (stereo unspecified) | -5 | 0.4 | -4 | 4 | nt | nt | 3 | -1.1
COc1ccc(N=Cc2ccc(N(CCC#N)CCC#N)cc2)cc1 | -7 | 0.6 | nt | 12 | 4 | nt | -14 | -0.3
CCCNC(=O)C[C@@H]1CC[C@@H]2[C@H](COc3ccc(NC(=O)c4cscn4)cc3C(=O)N2C)O1 | nt | 0.3 | -1 | 6 | nt | nt | nt | 2.1
COc1ccc(S(=O)(=O)N2CCOC23CCN(S(=O)(=O)c2cc(C)ccc2C)CC3)cc1 | -8 | 0.0 | -1 | 2 | -4 | -23 | 0 | -0.4
CN1CCN(c2ccc(CNS(=O)(=O)c3ccc(Cl)cc3)cc2)CC1 | 11 | 0.1 | -6 | 9 | nt | -3 | -2 | -2.3
Cc1ccc(OCC(=O)NCCCNC(=O)c2ccccn2)cc1C | -2 | 0.0 | -3 | -6 | -4 | 2 | -4 | 0.2
CNC[C@H]1Oc2ncc(-c3ccc(C#N)cc3)cc2C(=O)N([C@@H](C)CO)C[C@H]1C | -5 | 2.5 | 1 | 14 | -9 | 2 | -8 | 1.6
COc1ccccc1C(CCNCc1ccccc1)c1ccc(OC(C)C)cc1 (stereo unspecified) | -7 | 0.0 | -4 | -25 | 0 | 5 | -30 | 0.2
C[C@@H]1CN([C@H](C)CO)C(=O)c2cc(NS(C)(=O)=O)ccc2O[C@H]1CN(C)Cc1ccncc1 | -12 | 0.0 | 3 | 13 | 1 | 0 | 6 | -0.1
CC1CCCC(C)N1/N=C/c1cccc(Br)c1 (stereo unspecified) | 4 | 0.0 | 5 | -8 | 0 | 5 | -9 | 1.8
C[C@@H]1CN([C@H](C)CO)C(=O)CCCn2cc(nn2)CO[C@@H]1CN(C)C(=O)Nc1ccc2c(c1)OCCO2 | -4 | 0.0 | 23 | 6 | -4 | 5 | 6 | 1.9
CN(c1ccccc1C(=O)NCc1ccccc1Cl)S(=O)(=O)c1ccccc1 | -9 | 0.3 | -8 | -4 | 5 | -1 | -9 | 1.7
COc1ccc(-c2ccc([C@H]3[C@@H](C#N)N(C(=O)C4CCCC4)[C@@H]3CO)cc2)cc1 | 0 | 0.1 | 31 | 6 | 3 | -4 | 4 | -2.2

In the list so far, these contain a COOH group.
SMILES | ARNT-TACC3 inh | XiGFP reactiv | esBAF inh | GSIS activator | ERAP1 inh | RAD54 branch | RAD52 anneal inh | CFTR F508del cor
CC(C)[C@H](NC(=O)[C@H](CCCN=C(N)N)NC(=O)NC(Cc1ccccc1)C(=O)O)C(=O)NC(C=O)CCCN=C(N)N (stereo partly specified) | -5 | 0.2 | 3 | nt | 35* | -1 | 11 | -1.1
COC(=O)c1c(NC(=O)CCC(=O)O)sc2c1CCCCC2 | -13 | -0.5 | nt | 20 | 2 | nt | -4 | nt
